# From PubChem BioAssay
# PLCb3 inh = PLC-beta3 (human) inhibition, primary screen; inhibition, % at 12.2 µM; Q01970; Purified PLC-beta3, fluorogenic substrate, fluorescence; AID 720704; hit rate 0.18% among 370,000; in the data active = inhibition above about 11%;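 also: 0% = median of compound wells on plate and 100% = full blocker control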
# ASAP1 GAP inh = ASAP1 ArfGAP inhibition | inhibition, % at 16.5 µM | Q9ULH1 | AID 624377 | ASAP1-stimulated ARF1 GTP hydrolysis, GDP FP detection | hit rate 0.19% among 360,000; in the data active = inhibition above about 25%;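 also: 0% = vehicle with enzyme and substrate and 100% = no enzyme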
# Target sequence (Q9ULH1 325-724 limits assumed): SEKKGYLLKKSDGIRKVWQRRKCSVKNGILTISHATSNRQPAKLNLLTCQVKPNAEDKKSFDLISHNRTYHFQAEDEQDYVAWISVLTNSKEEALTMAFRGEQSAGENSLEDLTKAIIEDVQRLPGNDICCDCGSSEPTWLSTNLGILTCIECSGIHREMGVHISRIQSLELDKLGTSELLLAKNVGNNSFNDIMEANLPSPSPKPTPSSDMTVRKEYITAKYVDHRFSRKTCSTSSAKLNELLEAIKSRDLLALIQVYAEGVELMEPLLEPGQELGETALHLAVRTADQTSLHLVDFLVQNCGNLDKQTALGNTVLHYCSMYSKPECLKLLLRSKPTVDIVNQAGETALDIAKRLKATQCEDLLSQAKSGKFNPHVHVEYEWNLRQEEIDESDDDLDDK
# UHRF1 binding = blocks human UHRF1 binding to methylated DNA. hit rate 0.75% among 370,000. UHRF1 binding to methylated oligo, TR-FRET. inhibition, % at 4.4 µM. Q96T88. AID 687016; in the data active = inhibition above about 21%;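 also: UHRF1 SRA domain binding a hemimethylated CpG hairpin DNA probe; 0% = median of test compound wells and 100% = reference inhibitor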
# proKLK7 act = activates the human kallikrein-7 zymogen. purified proKLK7, EDANS-DABCYL substrate fluorescence; 100% is mature enzyme control, 0% vehicle. activation, % at 7 µM. hit rate 0.9% among 370,000;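 active = activation above the mean of all tested compounds plus 3 SD, computed per campaign excluding outliers beyond control limits, cut at about 13% in these data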
# Rev-erbA mod = modulators of human Rev-erb alpha DNA binding; AID 1259318; P20393; hit rate 0.79% among 370,000; Rev-erbα–FITC-DNA binding, fluorescence polarization, 90 min; activity, % at 10 µM;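 active = activity above about 14%, limit read from the data; passing the limit was not always enough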;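 also: 0% = DMSO wells with 35 nM protein and 100% = DMSO wells with 750 nM protein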
# PLC-gamma1 inh = inhibitors of human phospholipase C gamma1; P19174; purified PLC-gamma1, fluorogenic substrate, fluorescence; inhibition, % at 12.2 µM; hit rate 0.84% among 370,000; AID 720700; in the data active = inhibition above about 9.5%
# ARFGAP1 inhibitor = inhibits rat ARF GTPase activating protein 1 | Q62848 | Arfgap1-stimulated ARF1 GTP hydrolysis, GDP FP detection | inhibition, % at 16.5 µM | hit rate 0.26% among 360,000 | AID 651572;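 active = inhibition above a per-plate limit, mean inhibition of low control wells plus 3 SD, cut at about 25% in these data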;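 also: 0% = DMSO wells with enzyme and 100% = wells lacking Arfgap1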
# Target sequence (Q62848 1-136 limits assumed): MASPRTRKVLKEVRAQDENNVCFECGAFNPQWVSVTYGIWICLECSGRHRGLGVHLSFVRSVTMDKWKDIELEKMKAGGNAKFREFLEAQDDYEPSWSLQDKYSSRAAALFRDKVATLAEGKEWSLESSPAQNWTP
#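 Replicates: Single well per compound | Assay system: Truncated rat Arfgap1 GAP domain | Control set: No-Arfgap1 wells (100%) versus DMSO full-reaction wells (0%) | Times: Enzyme reaction 120 min at 25 °C after 20 min preincubation | Reagent: Human ARF1(Δ1-17)-GTP substrate | Measured by: Tracer-displacement fluorescence polarization with EDTA stop, 620/688 nm | Measure: Percent inhibition of Arfgap1-stimulated GTP hydrolysis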
# DDE Tn7 FP inh = disrupts Tn7 cyclic peptide binding to fibrin D-Dimer-E complex | FP displacement of FITC-Tn7 peptide from fibrin DD(E); 0% = median of compound wells per plate | inhibition, % at 8.3 µM | P02675 | hit rate 0.13% among 370,000;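 active = inhibition above the mean of compounds falling within the control limits plus 3 SD of them, cut at about 14% in these data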;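 also: 0% = plate median of compound wells and 100% = 10 µM Aha-Tn7 peptide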
# Target sequence (P02675 whole entry, looked up): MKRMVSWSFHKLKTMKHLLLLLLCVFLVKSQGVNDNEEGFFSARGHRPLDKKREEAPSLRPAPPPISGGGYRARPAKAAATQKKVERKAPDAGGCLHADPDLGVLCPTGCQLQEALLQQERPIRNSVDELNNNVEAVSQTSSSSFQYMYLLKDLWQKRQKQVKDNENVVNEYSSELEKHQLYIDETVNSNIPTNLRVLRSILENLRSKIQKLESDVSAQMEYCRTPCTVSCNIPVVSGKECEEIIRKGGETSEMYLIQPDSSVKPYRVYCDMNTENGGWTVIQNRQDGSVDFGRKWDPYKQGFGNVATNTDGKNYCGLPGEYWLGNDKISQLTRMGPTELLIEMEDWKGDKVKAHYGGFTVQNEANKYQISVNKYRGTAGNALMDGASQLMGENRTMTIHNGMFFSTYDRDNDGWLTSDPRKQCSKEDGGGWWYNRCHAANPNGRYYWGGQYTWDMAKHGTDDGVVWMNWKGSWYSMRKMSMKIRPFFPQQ
#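 Test system: human clot-derived fibrin DD(E) complex / Quantity: 2 µM final DD(E) protein / Incubation: 10 min plus 3 h, room temperature / Measured by: fluorescence polarization / Benchmarks: high control of 10 µM Aha-Tn7 peptide / Replicates: singlicate testing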
# sPLA2-III inh = Blocks human group III sPLA2 activity; QFRET BODIPY PC-A2 liposome hydrolysis, fluorescence; inhibition, % at 12.2 µM; hit rate 0.56% among 370,000;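 active = inhibition above mean plus 3 SD of compounds lying within the high and low control bounds, cut at about 19% in these data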;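 also: 0% = median of test compound wells and 100% = no enzyme DMSO wells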
# Tn6 DDE FP = DD(E)-Tn6 binding inhibition, primary FP screen | Fibrin DD(E) TRITC-Tn6 fluorescence polarization displacement | inhibition, % at 8.3 µM | hit rate 0.21% among 370,000;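 active = inhibition above a per-campaign cutoff: mean of compounds within control limits plus 3 SD, cut at about 15% in these data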;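 also: 0% = median of all compound wells on the plate and 100% = blocking peptide control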
# An asterisk follows results filed as active; x = no result given.
SMILES,PLCb3 inh,ASAP1 GAP inh,UHRF1 binding,proKLK7 act,Rev-erbA mod,PLC-gamma1 inh,ARFGAP1 inhibitor,DDE Tn7 FP inh,sPLA2-III inh,Tn6 DDE FP
CCOC1=C2CN(S(=O)(=O)c3ccc(C)cc3)C(c3cccc(Cl)c3)CC2N(S(=O)(=O)c2ccc(C)cc2)C(c2ccncc2)C1 (stereo unspecified),1,3,6,0.1,-3,-3,11,2,-4,-4
COc1ccc(NC(=O)c2ccc3c(=O)n4c(nc3c2)CCCCC4)cc1,-3,8,2,0.6,-1,3,19,-1,2,3
O=C1CC2C(CC(OC(=O)c3ccc(-c4ccccc4)cc3)C2CO)O1 (stereo unspecified),0,-3,-1,-0.2,2,2,0,7,-3,9
COc1ccc(C(CNC(=O)CN2C(=O)NC(C)(c3ccc4ccccc4c3)C2=O)N2CCCC2)cc1 (stereo unspecified),-1,0,4,0.7,-2,7,-8,-11,-23,-3
CCc1cccc2c(SC(C)C(=O)NCC3CCCO3)nc(-c3ccccc3)nc12 (stereo unspecified),2,-2,-1,-0.8,-1,0,6,6,-1,9
O=C(CSc1nnnn1-c1ccccc1)Nc1nsc(-c2ccccc2)n1,4,-3,-1,-0.1,8,-3,-15,5,5,7
CCCN(C(=O)c1ccc(-n2cncn2)c([N+](=O)[O-])c1)C1CCS(=O)(=O)C1 (stereo unspecified),-6,-7,15,0.0,-1,0,9,3,-1,5
CCc1ncc(CN2CCCC(C(=O)Nc3cccc(-c4ccc(F)cc4)c3)C2)cn1 (stereo unspecified),-3,8,0,0.4,-5,1,-9,1,-13,-4
COc1ccc(C(=O)N2CCN(c3ccccc3Cl)CC2)cc1S(=O)(=O)NC1CC1,-13,7,1,-0.7,3,2,0,-3,5,5
C/C(=N/NC(=O)CCc1ccccc1)c1ccco1,2,1,3,0.7,-3,-2,-9,-4,10,3
CN1CCN(c2ccc(NC(=S)NC(=O)c3cccc4c(Cl)cccc34)cc2)CC1,-4,-6,0,0.1,1,0,2,7,-2,8
CC(=O)NC1=NN(C(C)=O)C2(S1)C(=O)N(C(C)C)c1ccc(C)cc12 (stereo unspecified),2,-4,0,-0.4,3,-1,0,-2,3,-5
CN(CC(=O)NCC(c1ccco1)N1CCCCC1)S(=O)(=O)c1ccc(Cl)cc1 (stereo unspecified),-9,-1,2,0.6,0,-5,-2,5,-8,5
O=C(COC(=O)CN1C(=O)COc2ccccc21)NC1CCCCC1,-1,-1,-1,-0.5,-3,-3,11,1,5,5
CC(C)CC(=O)Nc1ccc(-c2cn3ccsc3n2)cc1,2,-17,-2,0.5,-5,-1,-4,-8,-8,-3
CCOc1ccc(C(CC(=O)O)NC(=O)c2ccco2)cc1OC (stereo unspecified),0,-1,4,-0.8,-3,-1,-2,4,8,-4
CC(CN1CCCC1)OC(=O)COc1ccccc1 (stereo unspecified),0,-19,-1,0.3,4,1,-2,1,-3,0
CC(CCc1ccccc1)NC(=O)COC(=O)c1cc(NS(=O)(=O)c2ccc(Cl)c([N+](=O)[O-])c2)ccc1O (stereo unspecified),4,7,-4,0.0,3,5,1,-9,-43,-3
Cc1onc(-c2ccccc2)c1C(=O)Nc1nc2c(s1)C(=O)CC(C)(C)C2,-49,1,0,0.7,-5,-41,14,6,-7,2
O=C(O)CCCNS(=O)(=O)c1ccc2c(c1)OCCCO2,0,4,1,-0.6,3,1,-9,-2,9,2

# Full records as entered above.
# CC(CCc1ccccc1)NC(=O)COC(=O)c1cc(NS(=O)(=O)c2ccc(Cl)c([N+](=O)[O-])c2)ccc1O (stereo unspecified) in the list: PLCb3 inh = 4; ASAP1 GAP inh = 7; UHRF1 binding = -4; proKLK7 act = 0.0; Rev-erbA mod = 3; PLC-gamma1 inh = 5; ARFGAP1 inhibitor = 1; DDE Tn7 FP inh = -9; sPLA2-III inh = -43; Tn6 DDE FP = -3
# CCOc1ccc(C(CC(=O)O)NC(=O)c2ccco2)cc1OC (stereo unspecified) in the list: PLCb3 inh = 0; ASAP1 GAP inh = -1; UHRF1 binding = 4; proKLK7 act = -0.8; Rev-erbA mod = -3; PLC-gamma1 inh = -1; ARFGAP1 inhibitor = -2; DDE Tn7 FP inh = 4; sPLA2-III inh = 8; Tn6 DDE FP = -4

# Additional results:
SMILES,PLCb3 inh,ASAP1 GAP inh,UHRF1 binding,proKLK7 act,Rev-erbA mod,PLC-gamma1 inh,ARFGAP1 inhibitor,DDE Tn7 FP inh,sPLA2-III inh,Tn6 DDE FP
COc1ccc(Cl)cc1NC(=O)CCCN1C(=O)CCC1=O,0,-13,0,0.9,-3,2,-10,3,2,3
NC(=O)C1CCN(C(=O)C2CCC(=O)N(CC3CCCCC3)C2)CC1 (stereo unspecified),-5,5,3,0.3,0,0,-9,0,2,3
C=CCN1C(=O)[C@H](CC(=O)NCc2cccs2)[C@@]2(C(=O)OCC)CCCC=C12,0,x,2,0.4,-4,0,x,5,0,6
Cn1c(NCc2ccccc2)nc2cc(-c3cccc(C(F)(F)F)c3)sc2c1=O,2,-8,0,-0.3,8,9,7,4,-3,0
COc1ccc(C(=O)Oc2c(CN3CCOCC3)cc(Cl)c3cccnc23)cc1,-3,3,-1,-0.5,-5,-5,2,-7,4,5
CC(C)C(=O)Nc1ncc(Cc2ccccc2Cl)s1,-4,-5,0,-0.4,-2,3,-2,-1,-2,14
O=C(NOCc1ccccc1)OCc1ccccc1,2,0,0,-0.4,7,1,0,4,-5,0
COc1cccc(C(=O)NC(Cc2ccccc2)c2ccc3c(c2)OCCCO3)c1 (stereo unspecified),-2,17,-3,-0.1,0,2,13,2,-14,8
N#Cc1ccc(-c2ccccc2)nc1SCC(=O)c1cccc(Cl)c1,-119,6,-3,0.7,38*,-103,5,6,-8,1
CC(C)Oc1ccc(F)cc1-c1cc(C(=O)NC2CCCCC2)[nH]n1,4,2,1,0.2,0,2,-4,-2,2,1
NC(=O)c1ccc(NC(=O)COC(=O)C23CC4CC(CC(C4)C2)C3)cc1,-2,-8,2,0.1,-1,1,2,3,10,1
COc1cc(/C=N/NC(=O)c2ccncc2)ccc1OC(=O)c1cccc(F)c1,-7,5,0,0.1,4,0,-7,-2,-14,-5
Cc1ccccc1OCc1nc(-c2cccnc2)no1,-4,2,0,-0.6,-10,0,-7,5,3,7
O=C(NCCc1ccccc1)c1cc(=O)[nH]c2ccccc12,-39,0,-1,1.5,-1,-27,-4,4,1,-2
CCOc1ccc(S(=O)(=O)NCCSc2ccccc2)cc1,0,8,2,-0.2,15,4,11,6,-32,2
COC(=O)C1C(=O)N2CCCSC2=C(C#N)C1c1cccs1 (stereo unspecified),-2,1,-1,0.1,1,0,-6,7,-1,2
O=C(c1ccc(NS(=O)(=O)c2cccc3cccnc23)cc1)N1CCCCC1,6,-10,3,-0.8,1,1,4,3,-1,1
CC(C)Oc1ccccc1/C=N/NC(=O)c1ccccc1Cl,-7,-2,-1,0.2,1,0,-13,-4,2,-6
CN1C(=O)C(O)(c2sc(N)nc2-c2ccccc2)c2ccccc21 (stereo unspecified),1,-2,0,0.1,-1,-2,0,1,2,2
COC(=O)c1[nH]c2ccc(Cl)cc2c1NC(=O)Oc1ccccc1,-296,-11,-4,-3.3,6,-253,-2,-2,0,-7
Cc1ccccc1C(=O)NC(CC(C)C)C(=O)OCC(=O)c1c(N)n(C)c(=O)n(C)c1=O (stereo unspecified),3,-5,0,0.4,0,1,-7,0,-5,1
COc1ccc(/C=N/NC(=O)c2nn(C)cc2Br)cc1CSCc1ccco1,-16,-7,-1,-0.6,-4,-3,-2,-5,-9,-4
CCC1(c2ccccc2)NC(=O)N(CC(=O)NNC(=O)COc2ccc(Cl)cc2C)C1=O (stereo unspecified),-7,-8,-2,-0.4,-7,-4,-6,6,-34,9
COc1ccc(C(CNC(=O)c2cccc(S(=O)(=O)Nc3ccc(C)cc3)c2)N2CCOCC2)cc1 (stereo unspecified),6,3,-2,0.3,-6,3,2,-11,-38,-3
O=C(CCSCc1ccccc1Cl)N1CCN(c2cccc(Cl)c2)CC1,0,8,-2,0.9,1,3,-3,3,-15,-6
COc1ccc(N2CCN(CCCNC(=O)COc3ccc(C)cc3)CC2)cc1,2,x,-1,0.5,-13,0,x,-2,9,0
COc1ccccc1C(=O)Nc1nsc(-c2ccccc2)n1,-8,-4,0,0.2,-4,-5,12,1,0,4
O=C(CSCc1ccc(Cl)cc1)Nc1cc([N+](=O)[O-])ccc1O,-1,6,-2,0.6,4,1,2,5,-12,3
O=C(NCc1cccc(Cl)c1)c1ccc2c(c1)OCO2,3,2,-2,0.1,0,2,-3,-1,3,2
Cn1c(SCC(=O)Nc2ccccc2F)nnc1C1CCCCC1,-7,9,0,0.5,1,-1,8,-10,1,-6
COc1ccc2[nH]c(C(=O)O)c(CCNC(C)=O)c2c1,-29,6,-1,0.5,-5,-23,11,-4,-1,3
CCN(CC)/C(=N\S(=O)(=O)c1ccc(F)cc1)c1ccccc1,-4,-13,-2,-0.3,6,6,8,4,0,0
CN(C)S(=O)(=O)c1ccc(Cl)c(NC(=O)CN2C(=O)NC3(CCCC3)C2=O)c1,-6,11,-3,0.5,2,-3,0,-2,3,-5
CCOC(=O)c1c(NC(=O)/C=C\C(=O)O)sc(C)c1-c1ccccc1,-8,6,-1,0.3,0,-5,-12,-5,-6,-7
CCCCOc1ccc(C(=O)Nc2cccc(-n3cnnn3)c2)cc1OC,-5,-3,2,0.4,1,1,11,-1,-9,3
COc1cc(S(=O)(=O)NC2CCCCC2C)ccc1F (stereo unspecified),-2,14,3,-0.3,1,1,12,-5,-5,4
O=C(COC(=O)c1ccc2c(c1Cl)C(=O)c1ccccc1C2=O)NC1CCCCC1,0,2,-4,0.1,2,3,4,-7,5,0
O=C1CC(Sc2nnnn2-c2ccccc2)C(=O)N1c1cccc(Cl)c1 (stereo unspecified),0,1,1,0.2,-3,4,7,-5,-13,5
COc1ccccc1Nc1nc(N)nc(CN2CCC(C)CC2)n1,-366,2,2,0.0,4,-1,8,4,2,-15
CCN(CC)S(=O)(=O)c1ccc(NC(=O)c2ccc(CN3CCOCC3)cc2)cc1,-5,-2,11,0.6,1,-4,0,2,-5,-6
O=C(Nc1ccncc1)c1cc(-c2cccc(Br)c2)nc2ccccc12,-3,0,3,-0.2,0,-4,15,-5,2,5
CCCCn1c(N)c(Sc2ccc(Cl)cc2)c(=O)[nH]c1=O,3,4,1,-0.3,-5,3,1,2,6,-3
CCOc1ccc(NS(=O)(=O)c2ccc(NC(=O)[C@@H]3CCCC[C@@H]3C(=O)O)cc2)cc1,-2,7,0,0.3,5,0,3,8,-13,0
CC(=O)Nc1ccc(NC(=O)c2ccc3c(c2)C(=O)N(c2ccccc2C)C3=O)cc1,-1,0,0,-0.2,9,1,1,-4,-3,-2
CCOC(=O)C1CCCN(C(=O)Cc2ccc(OC)c(OC)c2)CC1 (stereo unspecified),3,4,-1,0.7,-4,1,3,-1,1,-4
Cc1ccc(C(=O)N=c2sccn2C)cc1C,-28,7,6,0.3,-2,-16,-1,1,-4,-8
